# TDP1 inh – qHTS Assay for Inhibitors of Tyrosyl-DNA Phosphodiesterase (TDP1); recombinant TDP1, AlphaScreen DNA substrate cleavage; Potency, µM (highest dose often 130 µM), inactives show at the top dose activity change, negative = inhibition, most hits filed as inhibitors; 350,000 tested, 0.28% active; AID 485290, 2010; also: nearly all actives have a fitted effect of over 40% in size
# Target sequence (Q9NUW8 whole entry, looked up): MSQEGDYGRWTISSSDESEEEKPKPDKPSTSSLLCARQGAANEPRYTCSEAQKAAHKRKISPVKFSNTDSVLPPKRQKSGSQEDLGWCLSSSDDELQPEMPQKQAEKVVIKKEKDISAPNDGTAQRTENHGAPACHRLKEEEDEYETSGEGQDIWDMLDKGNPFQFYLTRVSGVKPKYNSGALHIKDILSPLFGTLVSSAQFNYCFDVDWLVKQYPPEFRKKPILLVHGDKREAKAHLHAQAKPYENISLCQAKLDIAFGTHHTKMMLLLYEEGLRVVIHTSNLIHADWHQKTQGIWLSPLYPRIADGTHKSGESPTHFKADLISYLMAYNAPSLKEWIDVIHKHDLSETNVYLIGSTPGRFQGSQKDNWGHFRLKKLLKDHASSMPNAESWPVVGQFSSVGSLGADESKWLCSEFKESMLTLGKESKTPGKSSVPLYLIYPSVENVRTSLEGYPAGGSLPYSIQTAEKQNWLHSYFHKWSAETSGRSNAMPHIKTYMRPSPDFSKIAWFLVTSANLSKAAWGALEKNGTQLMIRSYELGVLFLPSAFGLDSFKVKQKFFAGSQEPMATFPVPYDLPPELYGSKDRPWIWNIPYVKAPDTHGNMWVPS
#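 E. coli-derived human Tdp1, 1 nM final. Cpd preinc 15 min RT; substrate 15 nM final, 5 min RT; AS bead mix 10 ug/ml final, 10 min RT. Signal loss = tyrosine-FITC cleavage. No-enzyme wells = max signal.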
# DT40 TDP1 no CPT – qHTS for Inhibitors of human tyrosyl-DNA phosphodiesterase 1 (TDP1): qHTS in cells in absence of CPT | DT40 Tdp1-/- hTDP1 cells, no CPT, ATP luminescence, 48 h | Potency, µM (series often up to 46.2 µM), for the others: at the top dose activity change, negative = growth inhibition, usual class: inhibitors | 420,000 tested, 15% active; also: nearly all actives have a fitted effect of over 55% in size
#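 Chicken DT40 Tdp1-/- cells stably complemented with human TDP1 were seeded at 400 cells/well with DMSO in place of 20 nM camptothecin. After compound pinning, cells grew at least 48 hr at 37 °C; viability read by CellTiter-Glo luminescence.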
# KAT2A inh – qHTS Assay for Inhibitors of GCN5L2; Histone acetyltransferase KAT2A (Homo sapiens), Q92830; GCN5L2 HAT assay, ThioGlo1 CoA-SH fluorescence; Potency, µM (titrated, usually from 58.9 µM), inactives show at the highest dose activity change, negative = inhibition, most hits filed as inhibitors; 390,000 tested, 0.21% active; AID 504327, 2011
#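 Enzyme at 20nM final was mixed with library compounds for 15 min at room temperature. Peptide H3(1-25) at 75uM, acetyl-CoA at 70uM and ThioGlo1 at 50uM were then added. Plates were read immediately and after 20 min (Ex340nm/Em540nm).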
# Active calls of the source: *; ? = inconclusive; / = no result given; & = joins results of further samples; [ ] = dose if it differs, or a comment. Calls follow the shape of the dose curve; as a rule, active = well fitted curve in the direction sought with a large enough effect; inconclusive = small, poorly fitted or top-dose-only effect, or another doubt; inactive = no such curve, though single readings can be large; an effect the other way counts as inactive or inconclusive. % is scaled to controls: 0 for no effect and ±100 for the full control effect; potency is read from the fitted curve at half-maximal effect. A portion of the library. The share of hits here may be higher or lower than overall.
# Start of the data: the first 13 entries as a preview:
SMILES,TDP1 inh,DT40 TDP1 no CPT,KAT2A inh
Cc1c(N=C2SCC(=O)N2/N=C\c2ccc(Br)cc2)c(=O)n(-c2ccccc2)n1C,5%,-16%,2%
COc1cc(C(=O)NC(c2ccccc2)c2ccccc2)cc(Cl)c1OC,0%,-23%,2%
COc1cccc(CC2(CO)CCCN(Cc3cn[nH]c3C3CCCCC3)C2)c1 (stereo unspecified),4%,?,-15%
O=C(O)c1cc2nccc(-c3ccc(F)cc3)n2n1,-4%,-14%,-6%
Cc1cc(NC(=O)CN(C)C)c([N+](=O)[O-])cc1C,5%,-4%,0%
Cc1csc(SCC(=O)Nc2sccc2C(N)=O)n1,5%,-28%,-6%
Cc1cc(Oc2ccc(Cl)cc2)nc(SCC(=O)c2ccccc2)n1,-2%,23µM*,-9%
Cc1ccc(S(=O)(=O)N2CCCCC2)cc1C(=O)OCC(=O)NC(=O)NC12CC3CC(CC(C3)C1)C2,0%,-28%,-1%
COC(=O)c1ccccc1NC(=O)c1c(O)c2c([nH]c1=O)CCCC2,2%,-28%,1%
O=C(NCCO)/C(=C\c1ccco1)NC(=O)c1cccs1,-4%,-9%,-19%
Fc1ccc(Nc2nc(NCc3ccco3)nc3nccnc23)cc1,0%,-29%,/
COc1ccc(/C=N/NC(=O)CCn2nnc3ccccc32)cc1,8%,-28%,-2%
Cc1ccc(NC(=O)CS(=O)CC(=O)N(c2ccccc2)C(C)C(=O)NC2CCCC2)cc1 (stereo unspecified),4%,-19%,-2%

# The listing, repeating the preview:
SMILES,TDP1 inh,DT40 TDP1 no CPT,KAT2A inh
Cc1c(N=C2SCC(=O)N2/N=C\c2ccc(Br)cc2)c(=O)n(-c2ccccc2)n1C,5%,-16%,2%
COc1cc(C(=O)NC(c2ccccc2)c2ccccc2)cc(Cl)c1OC,0%,-23%,2%
COc1cccc(CC2(CO)CCCN(Cc3cn[nH]c3C3CCCCC3)C2)c1 (stereo unspecified),4%,?,-15%
O=C(O)c1cc2nccc(-c3ccc(F)cc3)n2n1,-4%,-14%,-6%
Cc1cc(NC(=O)CN(C)C)c([N+](=O)[O-])cc1C,5%,-4%,0%
Cc1csc(SCC(=O)Nc2sccc2C(N)=O)n1,5%,-28%,-6%
Cc1cc(Oc2ccc(Cl)cc2)nc(SCC(=O)c2ccccc2)n1,-2%,23µM*,-9%
Cc1ccc(S(=O)(=O)N2CCCCC2)cc1C(=O)OCC(=O)NC(=O)NC12CC3CC(CC(C3)C1)C2,0%,-28%,-1%
COC(=O)c1ccccc1NC(=O)c1c(O)c2c([nH]c1=O)CCCC2,2%,-28%,1%
O=C(NCCO)/C(=C\c1ccco1)NC(=O)c1cccs1,-4%,-9%,-19%
Fc1ccc(Nc2nc(NCc3ccco3)nc3nccnc23)cc1,0%,-29%,/
COc1ccc(/C=N/NC(=O)CCn2nnc3ccccc32)cc1,8%,-28%,-2%
Cc1ccc(NC(=O)CS(=O)CC(=O)N(c2ccccc2)C(C)C(=O)NC2CCCC2)cc1 (stereo unspecified),4%,-19%,-2%
Nc1nc2c(s1)CC(c1ccccc1)CC2 (stereo unspecified),5%,?,0%
CC(=O)Nc1ccc(C(=O)Nc2nnc(CCc3ccccc3)s2)cc1,2%,-3%,-8%
Cc1ccc(S(=O)(=O)N2CCN(C(=O)c3cc(=O)c4ccccc4o3)CC2)cc1,0%,?,-4%
CCCCn1c(N)c(N(CCC(C)C)C(=O)CC2CCCCC2)c(=O)[nH]c1=O,6%,-14%,-9%
COc1cccc(CN(C)Cc2c(O)ccc3ccccc23)c1,6%[0.0935 µM],-18%,-2%
CCCc1cc(C(=O)Cc2ccc(F)cc2)c(O)cc1O,3%,?,-14%
Cc1ccc(C(=O)CCS(=O)(=O)c2ccc(Br)cc2)cc1,4%,5.2µM*,?
CC12CCC(C(=O)O)(c3nc4cc([N+](=O)[O-])ccc4nc31)C2(C)C (stereo unspecified),/,1%,2%
COc1cc(CN(C)CC2CCCN(CCc3ccc(F)cc3)C2)c(Cl)cc1O (stereo unspecified),/,-29%,1%
CC(=O)c1ccc(Nc2nc(C)nc3c2oc2ccccc23)cc1,2%,/,-5%
CNC(=S)Nc1cccc(S(=O)(=O)NCc2ccco2)c1,2%,-12%,0%
O=C(NCCC1=CCCCC1)C1CCN(c2nc3ccccc3o2)CC1,2%,-29%,-4%

# New compounds follow
SMILES,TDP1 inh,DT40 TDP1 no CPT,KAT2A inh
CCCc1nnc(NC(=O)CCC(=O)N2CCN(Cc3ccc(C)cc3C)CC2)s1,1%,8.2µM*,-5%
CNS(=O)(=O)c1cccc(C(=O)NCC(C)(C)N2CCCCC2)c1,/,15%,-3%
N#C/C(C(=O)NCc1ccccc1)=C1/N=C(NC(=O)c2cccs2)c2ccccc21,3%,10µM*,-4%
Cc1ccc(C(=O)Nc2ccc(N3CCN(C)CC3)nc2)cc1,-6%,1%,-3%
CCCC(=O)NCCc1cc(OC)c(OC)cc1Br,1%,-12%,-1%
CCC(=O)N1c2ccc(S(=O)(=O)CCC(=O)N3CCN(c4ccccc4)CC3)cc2CC1C (stereo unspecified),3%,-27%,-7%
COCCNC(=O)C(c1cccs1)N(C(=O)Cn1nnc2ccccc21)c1ccccc1 (stereo unspecified),3%,-9%,-5%
O=C(NCC1CC1)c1cccc2c1C(=O)c1ccc(-c3ccc(OC(F)(F)F)cc3)cc1S2(=O)=O,1%,23µM*,0%
O=C(NC(=S)Nc1ccc(N2CCOCC2)cc1)c1cccc(Cl)c1Cl,-10%,4%,0%
COC(=O)Cn1c(C2CC(=O)N(c3c(C)cccc3C)C2)nc2ccccc21 (stereo unspecified),3%,-19%,1%
COc1ccc(C)cc1NC(=O)C(OC(=O)c1cnc(C)cn1)c1ccccc1 (stereo unspecified),-6%[0.505 µM],0%,-2%
O=C(/C=C/c1ccc(Cl)cc1Cl)N(Cc1ccc(Cl)cc1)C1CCS(=O)(=O)C1 (stereo unspecified),3%,16µM*,-11%
CN(CC(=O)Nc1sc2c(c1C#N)CCCCC2)Cc1nc2ccccc2c(=O)[nH]1,7%,18µM*,-11%
CC(C)(C)OC(=O)N1CCC[C@H]1C(=O)N/N=C/c1ccc2nccnc2c1,8%,-19%,2%
CCc1c(C)c(C#N)c2nc3ccccc3n2c1Cl,3%,/,-17%
CCn1c(CN2CCN(c3ccc(Cl)cc3)CC2)nc2ccccc21,5%,?,-6%
O=C(NCc1ccc2c(c1)OCO2)c1nn2cccnc2c1Cl,5%,-22%,/
CCCCc1nc2cc(C(=O)N3CCC(O)CC3)ccc2o1,/,-12%,1%
O=C(Nc1ccc2c(c1)OCO2)Nc1ccc(Cl)cc1Cl,-1%,?,-11%
O=C(CSCc1ccccc1Cl)NCCSc1ccccn1,5%,-7%,-5%
COc1ccc(/C=N/NC(=O)CCn2nc(C)cc2C)cc1O,0%,8%,3%
Cc1cc(NC(=O)CN2C(=O)CCSc3ccccc32)no1,7%,-16%,-11%
Cn1c(SCc2ccc([N+](=O)[O-])cc2)nnc1-c1cccnc1,8%,-18%,-14%
O=C(c1ccc2nc[nH]c2c1)N1CCN(c2ncc(C(F)(F)F)cc2Cl)CC1,9%[56.1 µM],18µM*,14%
O=C(/C=C/c1ccccc1)Nc1ccc(C(=O)N2CCCCC2)cc1,4%,?,2%

# Remaining list, next part:
SMILES,TDP1 inh,DT40 TDP1 no CPT,KAT2A inh
CC(C)Oc1nc(-c2ccccc2O)nc2ccccc12,1%,-14%,1%
Cc1csc(NC(=O)c2cc(C)nc3ccccc23)n1,0%,6%,-2%
CCn1c(C)cc(/C=C2\SC(=O)N(CC(=O)Nc3ccc(C)c(C)c3)C2=O)c1C,-1%,?,?
CC(=O)Nc1nnc(CSCc2ccccc2F)s1,3%,-26%,4%
Oc1ccc(Cl)cc1C(C#Cc1ccccc1)N1CCOCC1 (stereo unspecified),0%,-4%,-7%
Cc1ccc2[nH]c(C(=O)N3CCOCC3)cc2c1,4%,8%,-19%
COc1ccc(C(=O)N/N=C/c2ccc3cccc(O)c3n2)cc1,0%,5.2µM*,-6%
O=C(CCc1ccccc1)NC(NC(=S)Nc1ccc(Cl)cc1)C(Cl)(Cl)Cl (stereo unspecified),3%,4.6µM*,2%
COC(=O)COc1ccc(C2Nc3c(Cl)ccc(C(=O)O)c3C3C=CCC32)cc1 (stereo unspecified),/,-20%,-23%
Cc1ccc(S(=O)(=O)NC(=NC2CCCCC2)c2ccc(Cl)cc2)cc1,9%,0%,-4%
NC(=O)C1CCN(c2nc(-c3ccccc3N)cs2)CC1,1%,/,-15%&-1%
CC1CCCCC1NC(=O)c1ccc2c(c1)OCCO2 (stereo unspecified),0%,-28%,0%
O=C(C1CCCCC1)N1CCCc2ccccc21,0%,?,-1%
Cn1c(=O)c(=O)n(C)c2cc(N3CCCCC3)c(NS(=O)(=O)c3ccc(Br)cc3)cc21,6%,?,-15%
COc1ccc(Nc2nc(N)nc(CCl)n2)cc1,9%,?,-5%
COc1c(Cl)cc(Cl)cc1C(=O)Nc1ccc(CN2CCOCC2)cc1,/,?,-7%
CCOc1ccc(OCCOc2ccc(/C=C/C(=O)O)cc2OCC)cc1,6%,3%,-11%
Nc1ncnc2c1c(I)cn2C1OC(CO)C(O)C1O (stereo unspecified),11%,0.28µM*,4%&-1%&6%&-6%
COc1ccc(CC(=O)O/N=C(\N)Cc2ccc([N+](=O)[O-])cc2)cc1,/,-15%,-24%
COc1ccc(-n2c(SCC(=O)N(C)C3CCS(=O)(=O)C3)nc3ccc(O)cc3c2=O)cc1OC (stereo unspecified),0%,-16%,-2%
Cc1ccc(CN2CCN(Cc3cnc(N4CCOCC4)s3)CC2CCO)o1 (stereo unspecified),-3%,19%,0%
CCCc1cc(C(=O)NNC(=S)NCc2ccccc2)cs1,8%,?,/
COc1ccc(NC(=O)c2ccc3snnc3c2)cc1OC,-3%,7%,-4%
Cc1ccc(N(CC(=O)N2CCc3ccccc32)S(=O)(=O)c2cccs2)cc1,5%,18µM*,3%
Cc1n[nH]c(=O)c2c(NC(=O)CSc3nnc(-c4ccncc4)n3C)oc(C)c12,4%,-11%,-1%

# Later entries.
SMILES,TDP1 inh,DT40 TDP1 no CPT,KAT2A inh
O=C(CSc1nccn1Cc1ccccc1)NCc1ccccc1Cl,5%,?,-3%
Cn1c(SCc2ccc([N+](=O)[O-])cc2)nnc1-c1ccncc1,/,-5%,-4%
NC(=O)C1CCN(Cc2cccc(OCc3ccccc3)c2)CC1,/,1%,-13%
Cc1cc(-c2nnc(SCC(=O)Nc3cccc(C)c3C)n2N)n[nH]1,0%,-5%,4%
CCOC(=O)COc1ccc2c(c1)C(=O)CC1(CCCCC1)O2,0%,-7%,-29%
COc1ccc(N2CC(NC(=O)c3cccs3)CC2=O)cc1 (stereo unspecified),0%,-7%,-1%
COc1cccc(CN2CCc3[nH]c(=S)[nH]c(=O)c3C2)c1,/,13%,-7%
CCN1CCN(S(=O)(=O)Cc2ccccc2)CC1,3%,-5%,-20%
CCOc1ccc(Br)cc1S(=O)(=O)Nc1ccc(NC(=O)c2ccccc2F)cc1,6%,16µM*,-4%
COc1cc2oc(=O)cc(-c3ccc(-c4ccc(C#N)cc4)cc3)c2c(OC)c1OC,-1%[56.1 µM],8.2µM*,-12%&1%
O=C(CSc1nnc(-c2ccccc2)o1)N1CCCC1,-4%,-21%,3%
CCCCn1c(N)c(N(CCOC)C(=O)C2CCCN(C(=O)c3ccc(Cl)cc3)C2)c(=O)[nH]c1=O (stereo unspecified),1%,5%,-4%
CCOC(=O)c1ccc(NS(=O)(=O)c2ccc(SC)cc2)cc1,7%,?,-17%
NCCc1nnc(SCC(=O)c2ccc(Cl)cc2)o1,-1%,?,3%
Cc1cccn2c(=O)c3cc(C(=O)NC(C)c4ccccc4)c(=N)n(CCCO)c3nc12 (stereo unspecified),/,?,-9%
O=C(Nc1ccccc1Cl)c1ccccc1Cc1ccccc1,-8%,-27%,-6%
Cc1ccc(C(=O)Nc2nnc(-c3ccco3)o2)cc1,6%,23µM*,-4%
O=[N+]([O-])c1ccccc1S(=O)(=O)N/C(=N/S(=O)(=O)c1ccccc1)c1ccccc1,4%,7%,-2%
CC(=O)C1=C(C)NC(SCC(N)=O)=C(C#N)C1c1cccnc1 (stereo unspecified),7%,9%,-4%
COc1ccc(/C=C(/C#N)S(=O)(=O)c2ccc(C)cc2)cc1,7%,-13%,-7%
CC(CC(=O)NCc1ccc(F)cc1)c1ccccc1 (stereo unspecified),/,-6%,1%
Cc1ccccc1N(CC(=O)Nc1ccc(S(=O)(=O)N2CCOCC2)cc1)S(C)(=O)=O,3%,-31%,-2%
COc1ccc(CCNC(=O)CN2CCN(Cc3ccccc3F)C2=O)cc1OC,/,-5%,1%
Cc1cc(=O)n2[nH]c(SCc3ccccc3)nc2n1,?,-6%,?

# High-throughput results from PubChem.
